M5 PAM: potentiates acetylcholine response at human M5 receptor; P08912; CHO-K1 hM5, Fluo-8 calcium, ACh EC20 PAM; 0% = ACh EC20, 100% = ACh EC100; activation, % at 3 µM; 0.3% of 360,000 active;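 active = activation above the run cutoff, the mean activation of all test compounds plus 3 SD, cut at about 18% in these data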
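System: CHO-K1 cell line with stable human muscarinic M5 receptor expression | Also added: EC20 acetylcholine as agonist stimulus | Compound: One concentration, 3 µM final (nominal) | Timing: Fluo-8 loading 80 min at 37 °C plus 30 min room temperature | Measured by: Fluo-8 calcium dye fluorescence, kinetic read | Read-out basis: % activation, ACh-normalized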
M5 antag: antagonists of human muscarinic M5 receptor (CHRM5) | P08912 | CHO-hM5 cells, Fluo-8 calcium fluorescence, ACh EC80 | inhibition, % at 3 µM | 0.59% of 360,000 active;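 active = inhibition above a per-plate cutoff, the mean of that plate's test compounds plus 3 SD, cut at about 27% in these data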;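 note: 0% = acetylcholine EC80 with DMSO and 100% = DMSO without agonist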
CHRM1 PAM: human CHRM1 positive allosteric modulation. activation, % at 3 µM. 0.088% of 360,000 active. AID 588819. CHO-K1 hM1, Fluo-8 calcium fluorescence, ACh EC20; 0% = ACh EC20, 100% = maximal ACh. P11229; in the data active = activation above about 19%, passing the limit was not always enough
Target sequence (P11229 whole entry, looked up): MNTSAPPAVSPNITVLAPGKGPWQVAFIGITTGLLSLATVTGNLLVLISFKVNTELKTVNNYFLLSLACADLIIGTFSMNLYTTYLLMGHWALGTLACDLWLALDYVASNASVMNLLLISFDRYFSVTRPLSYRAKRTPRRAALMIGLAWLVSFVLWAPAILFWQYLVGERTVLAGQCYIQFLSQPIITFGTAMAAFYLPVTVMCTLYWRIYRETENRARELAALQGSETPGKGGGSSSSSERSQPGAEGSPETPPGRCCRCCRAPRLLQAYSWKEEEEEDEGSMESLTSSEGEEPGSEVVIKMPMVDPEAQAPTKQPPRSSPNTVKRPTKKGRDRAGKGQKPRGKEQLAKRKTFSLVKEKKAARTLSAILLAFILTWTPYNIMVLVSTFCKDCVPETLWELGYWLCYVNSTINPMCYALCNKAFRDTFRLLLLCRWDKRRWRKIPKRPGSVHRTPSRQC
M5 ag: agonists of human muscarinic M5 receptor (CHRM5); P08912; CHO-K1 hM5 cells, Fluo-8 calcium fluorescence; 0% DMSO wells, 100% maximal acetylcholine response; activation, % at 3 µM; 0.19% of 360,000 active;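 active = activation above the run's mean over test compounds plus 3 SD, cut at about 23% in these data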;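 note: signal is peak over basal fluorescence ratio across the kinetic read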
M4 PAM: positive allosteric modulators of human muscarinic M4 receptor. CHO-K1 hM4/Gqi5, Fluo-8 calcium fluorescence, ACh EC20; 0% = ACh EC20, 100% = maximal ACh. activation, % at 3 µM. 0.4% of 360,000 active;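 active = activation above its plate's cutoff, the mean activation of sample wells plus 3 SD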; note: some results filed as inactive read as strong as hits
Target sequence (P08173 whole entry, looked up): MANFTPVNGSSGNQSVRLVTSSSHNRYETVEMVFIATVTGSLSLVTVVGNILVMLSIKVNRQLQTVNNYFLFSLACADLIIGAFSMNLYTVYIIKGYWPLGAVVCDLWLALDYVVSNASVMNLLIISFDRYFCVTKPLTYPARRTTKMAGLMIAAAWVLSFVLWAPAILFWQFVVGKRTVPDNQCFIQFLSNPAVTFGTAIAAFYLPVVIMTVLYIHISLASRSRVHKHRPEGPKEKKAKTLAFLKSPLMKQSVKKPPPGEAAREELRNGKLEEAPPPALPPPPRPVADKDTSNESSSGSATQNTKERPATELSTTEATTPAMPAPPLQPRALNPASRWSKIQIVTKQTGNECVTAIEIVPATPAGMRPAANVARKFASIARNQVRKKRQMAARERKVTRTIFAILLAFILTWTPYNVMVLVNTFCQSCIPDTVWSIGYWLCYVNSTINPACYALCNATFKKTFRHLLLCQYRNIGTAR
CRFBP-R2 block: antagonists of CRF-binding protein/CRF-R2 receptor complex; AID 588475; inhibition, % at 11.8 µM; HEK293 CRF-R2/CRF-BP, CRF-induced calcium fluorescence; 0.59% of 350,000 active;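 active = inhibition of the ligand-induced calcium signal above about 50% at the single tested concentration, limit read from the data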
CRFBP-R2 agonist: CRF-BP/CRF-R2 complex agonism | 0.46% of 350,000 active | HEK293 CRF-R2/CRF-BP, calcium dye fluorescence (FLIPR); percent of saturating CRF peptide response | activation, % at 13.2 µM;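 active = activation of at least 50%, plus an integration ratio under a set limit after plate pattern correction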;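 note: plate controls were neutral control wells without compound for no effect and CRF at EC100 for full effect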
CHRM4 antagonist: blocks acetylcholine activation of human M4 receptor; P08173; CHO-hM4 cells, ACh EC80, Fluo-8 calcium fluorescence; inhibition, % at 3 µM; 0.73% of 360,000 active; AID 624125;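 active = inhibition above its plate's cutoff, the mean inhibition of sample wells plus 3 SD, cut at about 27% in these data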;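 note: 0% = acetylcholine EC80 with DMSO and 100% = DMSO without agonist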
M4 ag: agonists of human muscarinic M4 receptor (CHRM4) | P08173 | CHO-K1 hM4/Gqi5, Fluo-8 calcium fluorescence; vehicle 0%, full acetylcholine response 100% | activation, % at 3 µM | 0.14% of 360,000 active | AID 624127;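 active = activation above the run mean over all test wells plus 3 SD, cut at about 32% in these data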;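 note: peak over basal fluorescence ratio per well then scaled between controls; 0% = DMSO wells and 100% = acetylcholine at EC100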
Starred values were filed as active, the others as inactive; nt = not tested or not shown.

canonical_smiles	M5 PAM	M5 antag	CHRM1 PAM	M5 ag	M4 PAM	CRFBP-R2 block	CRFBP-R2 agonist	CHRM4 antagonist	M4 ag
Cc1csc2c(N3CCN(C(=O)Nc4ccccc4)CC3)ncnc12	-13	6	-8	8	-20	2	-0.5	6	15
COc1cccc(CC(O)CC2c3c(cc4c(c3OC)OCO4)CCN2C)c1 (configuration not stated)	-9	13	-9	0	-12	-5	18	13	24
Cc1c(Nc2ncnc3nc[nH]c23)c(=O)n(-c2ccccc2)n1C	-3	1	11	2	3	-6	3.1	-8	0
CC(C)Cc1nnc(NC(=O)CN2C(=O)NC3(CCCC3)C2=O)s1	2	-6	2	-3	-5	17	1.5	-7	-1
O=C(c1cn(-c2ccccc2)nc1-c1cccnc1)N1CCN(S(=O)(=O)c2ccccc2F)CC1	-13	8	4	-1	-3	4	-4.1	7	nt
COc1cccc(CN2CCC(C(=O)N3CCN(Cc4ccc5c(c4)OCO5)CC3)CC2)c1OC	-8	14	-4	-7	-6	0	-2.5	7	1
O=C(Nc1ccc2c(c1)OCCO2)C1c2ccccc2C(=O)N2CCc3ccccc3C12 (configuration not stated)	-1	2	9	0	-4	16	0.7	-19	4
COc1ccc(CNC(=O)c2cccc(N(C)C)c2)cc1	6	-12	5	-7	8	-11	-1.0	-14	3
COCCNC(=O)c1noc2c1CCc1cc(OC)ccc1-2	-3	5	3	1	3	-1	-2.1	-2	1
CCCC(=O)Nc1ccc(C(=O)N/N=C/c2ccc[nH]2)cc1	7	-5	5	-3	-2	-19	5.2	-2	2
Cn1c(CC(=O)Nc2ccccc2)nnc1SCC(=O)Nc1ccc(N2CCOCC2)cc1	3	8	7	-4	-2	-9	0.7	-9	0
CCN(c1cccc(C)c1)S(=O)(=O)c1cc(CN2C(=O)c3cccnc3C2=O)ccc1OC	0	14	4	-5	-3	1	-1.4	-2	2
CCOc1ccccc1C(=O)OCC(=O)Nc1cccc(S(=O)(=O)NC2=NCCCCC2)c1	-4	-1	12	4	8	4	-0.2	-16	12
CC(=O)Nc1ccc(S(=O)(=O)NCC2CCC(C(=O)N3CCCCC3)CC2)cc1 (configuration not stated)	8	-3	15	-2	6	-11	0.5	-9	2
CCn1ccc(C(=O)NCCCN2CCCC2=O)n1	-2	8	-5	0	-2	14	-0.2	9	0
Nc1nc(SCc2ccc([N+](=O)[O-])cc2)c2ncn(C3OC(CO)C(O)C3O)c2n1 (configuration not stated)	5	-6	14	1	18	3	-3.0	-6	2
CCCC(=O)NC(=S)Nc1cccc(-c2nc3ncccc3o2)c1	-5	4	13	-1	-1	-14	-1.1	-7	2
CN(CC(=O)Nc1ccc(F)cc1)C(=O)Cn1cnc2ccc(Cl)cc2c1=O	5	2	6	4	5	5	-0.3	0	2
O=S(=O)(c1cccc2nonc12)N1CCN(c2ccc(F)cc2)CC1	3	3	0	-2	4	-25	12	-2	2
COc1cnc(-c2ccccn2)[nH]c1=O	3	2	13	-2	-4	10	-3.0	11	0
Cc1noc(C)c1COc1ccc(C(=O)NCC(c2c(F)cccc2Cl)N(C)C)cc1 (configuration not stated)	-5	5	-15	-8	-3	-8	-0.4	0	1
N#Cc1c(/N=C/c2ccco2)sc2c1CCC2	5	-1	9	1	10	26	-0.5	7	0
CCn1c(=NC(=O)CN2C(=O)CCC2=O)sc2c(OC)ccc(OC)c21	-3	4	11	2	6	16	-3.4	-10	1
CCOC(=O)C1=C(COC(=O)CCS(=O)(=O)c2ccc(C)cc2)NC(=O)NC1C (configuration not stated)	3	-3	18	-2	5	4	1.3	-11	2
COc1cc(CNC2CCCCC2OC)cc(OC)c1 (configuration not stated)	3	8	1	1	0	13	-3.2	-8	0
CS(=O)(=O)N1CCN=C1SCc1ccc(F)cc1	-1	3	5	-2	-4	-7	-0.3	0	1
Cc1noc(C)c1CSCC(=O)Nc1nc(-c2ccc(F)c(F)c2)cs1	-32	17	-16	0	-12	4	1.0	13	21
Cn1ccc2c(-c3ccc(C(C)(C)C)cc3)cc3c(c21)C1CCC3O1 (configuration not stated)	-2	-14	1	0	8	nt	nt	-23	-2
Cc1cn2c(nc(=O)c3cccnc32)s1	5	-8	0	0	7	-1	0.0	9	1
CN(CCOc1ccccc1)C(=O)C1CCN(C(=O)c2ccc(Cl)cc2)CC1	1	-10	3	1	-3	-15	-0.8	-2	3
CSc1ccc(NC(=O)NN(c2ccccc2)C2CCS(=O)(=O)C2)cc1 (configuration not stated)	0	2	-1	1	2	4	-3.1	3	0
O=C(NCC(c1ccco1)N1CCc2ccccc21)C(=O)Nc1ccccc1F (configuration not stated)	-3	3	0	-1	2	14	-1.8	3	2
O=C(CSc1nnc2n1CCCCC2)Nc1ccc(N2CCOCC2)cc1	4	4	5	2	-2	3	-0.3	2	0
COc1ccc(CN2C(=O)c3ccccc3C2c2nnnn2-c2ccc3c(c2)OCCO3)cc1OC (configuration not stated)	-2	6	nt	4	4	nt	nt	2	4
COC(=O)CCc1sc(NC2CCCCC2)nc1-c1ccc(OC)cc1	-2	1	-8	-1	2	-6	-0.5	-6	0
COc1ccc(/C=N/NC(=O)CN2CCN(Cc3ccccc3)CC2)cc1Br	10	-6	5	1	-22	-8	0.3	-2	1
O=C(O)c1ccc(OCC2CCCO2)cc1 (configuration not stated)	4	-7	2	5	3	4	0.4	14	1
Nc1ccccc1/C=N\N=C/c1ccccc1N	0	7	13	0	-3	-9	0.3	-1	1
Cc1cc(C)nc(/N=C2\NC(=O)CC(C(=O)O)N2c2ccc(Cl)cc2Cl)n1 (configuration not stated)	3	-14	7	-1	6	7	0.9	-9	4
C=CCn1c(SCC(=O)N(CC)CC)nc(O)cc1=O	-7	12	4	2	-1	0	1.4	9	1
Cc1cccc(Nc2nnc(SCC(O)=C(C#N)c3nc4ccccc4[nH]3)s2)c1	-15	13	-9	7	-4	-23	5.8	-9	4
COc1ccc(NC(=O)CSc2nnc(Cn3nnc4ccccc43)n2C)cc1	2	-1	6	-2	-3	5	-1.1	9	0
COc1ccccc1CN(C)C(=O)CNC(=O)c1cccc(Cl)c1	-7	7	4	-2	-1	6	1.8	2	1
CC1CCCC(NC(=O)CCCCCn2c(=S)[nH]c3ccsc3c2=O)C1C (configuration not stated)	-5	12	-13	-1	-1	8	0.0	-1	2
COc1ccc(-c2cc(C(=O)Nc3c(C)n(C)n(-c4ccccc4)c3=O)no2)cc1	4	-8	10	-6	26	0	0.8	0	1
COCC(C)n1c(C)cc(C(=O)COC(=O)c2cc(=O)[nH]c3ccccc23)c1C (configuration not stated)	-6	2	2	5	5	0	-0.8	3	5
Cn1ncc(C#N)c1NC(=O)c1cc(-c2ccccc2Cl)on1	-1	-2	7	-3	4	4	-1.3	-8	0
Cc1cccc(C(C)C)c1NC(=O)CN(C)Cc1cccc(F)c1	-2	-3	4	0	7	-40	1.3	0	1
C=C(C)CSc1nnc2n(C)c(=O)c3c4c(sc3n12)CCC4	5	-4	2	-1	11	-11	0.7	12	2
COc1ccc(C2OCC3(CO2)SC(N)=NC3=O)cc1 (configuration not stated)	-2	2	5	-1	10	17	-0.1	0	1

(more compounds)
canonical_smiles	M5 PAM	M5 antag	CHRM1 PAM	M5 ag	M4 PAM	CRFBP-R2 block	CRFBP-R2 agonist	CHRM4 antagonist	M4 ag
Cc1cc(C(C)(C)C)ccc1OCC(=O)N/N=C\c1c(C)n(C)n(-c2ccccc2)c1=O	-3	15	14	-2	5	-14	-0.6	1	1
Cc1sc2nc(C3CCCCC3)nc(SCC(=O)N3CC(=O)Nc4ccccc43)c2c1C	-9	22	-2	-4	7	-42	1.0	-5	0
O=C1NC(=O)c2cc(NC(=O)C3CCCO3)ccc21 (configuration not stated)	-2	-2	1	-1	7	-5	-3.0	-2	1
COc1ccc(NS(=O)(=O)c2ccc3c(c2)NC(=O)CO3)cc1	-6	9	-8	0	0	-18	2.0	-3	5
Cc1ccc(-c2nnc(N3CCN(S(C)(=O)=O)CC3)c3ccccc23)cc1	5	-5	1	-13	3	3	-2.8	-14	3
CC(=O)OC(COc1ccccc1)Cn1cnc2cc(C)c(C)cc21 (configuration not stated)	-3	-7	9	-3	-4	-50	3.7	4	1
COc1cc(C(=O)C(=O)c2ccc(OC)c(OC)c2)ccc1O	5	7	6	3	2	10	-1.4	-11	0
Cc1nnc(SCC(=O)N2CCOCC2)n1C	-4	2	13	-1	1	9	-0.9	-5	0
CN(C)c1cc2c(cc1NC(=O)c1ccccc1Cl)n(C)c(=O)n2C	-3	10	5	1	-5	-7	0.8	-1	2
O=C(O)c1c(Cl)cccc1Nc1ccccc1	3	-2	3	2	2	-2	-3.8	0	1
O=C(OCC(=O)N1CCOCC1)c1ccc(O)cc1	-1	10	3	-4	7	1	-0.9	-7	2
COC(=O)c1ccc(NC(=O)Cn2cnc3c(nnn3-c3cccc(OC)c3)c2=O)cc1	-2	5	21	1	7	-3	6.4	-8	2

Shown with two lines to a compound: two of the compounds above
Each structure is followed by: M5 PAM | M5 antag | CHRM1 PAM | M5 ag | M4 PAM | CRFBP-R2 block | CRFBP-R2 agonist | CHRM4 antagonist | M4 ag
> CN(C)c1cc2c(cc1NC(=O)c1ccccc1Cl)n(C)c(=O)n2C
  -3 | 10 | 5 | 1 | -5 | -7 | 0.8 | -1 | 2
> O=C(OCC(=O)N1CCOCC1)c1ccc(O)cc1
  -1 | 10 | 3 | -4 | 7 | 1 | -0.9 | -7 | 2
